Assay outcomes: PubChem, National Center for Advancing Translational Sciences (NCATS)
S3 lipid droplet: qHTS Assay for Lipid Storage Modulators in Drosophila S3 Cells; Potency in µM for hits, for the others lipid storage change, negative = inhibition, % at the top dose, mostly 46.1 µM; actives 0.64% (n = 320,000); Drosophila S3 cells, BODIPY lipid droplet fluorescence, 18-24 h; cells fed with added oleic acid; active = well fitted inhibition curve with a large enough effect in the signal ratio, with a control signal flat, not every such curve was filed as active; inconclusive = small, poorly fitted or top-dose-only effect, or effect the other way, or a change in a side signal; the % refers to the signal ratio
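Drosophila S3 cells got compounds at several concentrations plus oleic acid (400 uM solution). Laser-scanning cytometry with 488 nm excitation read lipid droplets at 500-530 nm and cells at 575-640 nm. Percent activity was relative to 20 uM Triacsin C.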
S3 lipid droplet cell count max: second read-out of S3 lipid droplet, no call of its own (marks repeat the call); cell number change, %; measured here: cell count max response;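 cells counted by Cell Tracker Red CMTPX staining in the red channel; peak over a dose series mostly up to 46.1 µM; percent activity relative to internal control wells on each plate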
An asterisk follows results filed as active; i = inactive; ? = inconclusive; . = not tested or not shown; [ ] = dose if it differs, or a comment. % is set by controls: 0 for no effect and ±100 for the full control effect; potency is the fitted concentration of half-maximal effect. The list is partial; the hit share may differ from the screen's.

SMILES	S3 lipid droplet	S3 lipid droplet cell count max
CC(=O)c1cccc(NC(=O)c2cccc3ccccc23)c1	i	-3
COc1ccc2c(c1)c1ncn(CCN3CCCCC3)c(=O)c1n2C	i	.
O=C(COC(=O)c1cc([N+](=O)[O-])ccc1N1CCOCC1)NCc1ccc(F)cc1	?	.
Oc1ccccc1Nc1nc(NCc2ccccc2)c2ccccc2n1	?	.
CN(C)S(=O)(=O)c1ccc(Cl)c(NC(=O)CN2C(=O)NC3(CCc4ccccc43)C2=O)c1 (stereo not given)	?	.
O=C(NC(Cc1ccccc1)C(=O)O)/C(=C/c1ccccc1)NC(=O)c1ccccc1 (stereo not given)	-12%	-8
Cc1nc2ccc(NC(=O)c3cc(Cl)ccn3)cc2s1	?	.
CCCN1CCN(CCCNC(=O)c2ccc3nc(N4CCCCC4)sc3c2)CC1	?	.
CCOC(=O)C1=NNC(C(=O)c2ccc(OC)cc2)C1c1ccccc1 (stereo not given)	?	.
O=C(CNC(=O)N1CC(=O)Nc2ccccc21)NCCc1ccc(Cl)cc1	26%	.
O=C(O)c1ccccc1-n1c2ccccc2c2ccccc21	-17%	-6
COc1ccccc1N1C(=O)C(Cl)=C(N2CCCC2)C1=O	-24%	7
Cc1c(C(=O)Nc2ccc(F)cc2)c2ccccn2c1CCc1ccncc1	?	.
O=c1c2sc3ccccc3c2[nH]c(=S)n1CCN1CCOCC1	4%	7
CCCC(=O)Nc1ccc2c(c1)nc(CCNC(=O)c1ccccc1)n2C	?	.
O=C(Cc1ccccc1)NNC(=S)NC(=O)c1cccnc1	14%	5
O=C(CSc1nnc(Cn2c(=O)sc3ccccc32)n1-c1ccccc1)NCC1CCCO1 (stereo not given)	i	14
CCCn1ncc(CN2CCC(Cc3cccc(F)c3)(C(=O)OCC)CC2)c1C	-1%	6
COc1cccc(-c2csc(NC3OC(=O)c4c3ccc(OC)c4OC)n2)c1 (stereo not given)	7%	4
CCc1c(C)n([O-])c2c([n+]1=O)CCCCC2	?	.
COc1ccccc1N1CCN(C(=O)c2oc3ccc(F)cc3c2C)CC1	?	.
CN1C(=O)N(C)C2C1N(CN1CCCCC1)C(=O)N2CN1CCCCC1 (stereo not given)	?	.
Cc1cc(N2CCC(C)CC2)n2ncc(-c3ccccc3)c2n1	?	.
O=C1CCCN1CC(=O)N1CCCC(Nc2cccc(F)c2)C1 (stereo not given)	?	.
COc1ccc(N2CCC(CNC(=O)Nc3cccc(OC)c3)C2)cc1 (stereo not given)	?	.
Additional structures follow:
SMILES	S3 lipid droplet	S3 lipid droplet cell count max
CC1=NN(c2nc(-c3ccc(C)cc3)cs2)C(=O)C1N=Nc1ccc(C(N)=O)cc1 (stereo not given)	?	.
CC(C)Nc1nc(-c2ccncc2)nc(-c2ccc(Cl)cc2)c1C#N	?	.
Cc1noc(C)c1C(=O)N1CCN(c2ccc(OCc3ccccc3)cc2)CC1	8%	7
CCn1c(CNC(=O)c2ccccc2F)nnc1SCc1nc2ccccc2c(=O)[nH]1	?	.
O=C(CNC(=O)Cn1ccc2ccccc2c1=O)NCCCN1CCN(c2cccc(Cl)c2)CC1	0%	1
Cc1ccc2nc(-c3ccc(N4C(=O)CC(N5CCC(C(N)=O)CC5)C4=O)cc3)sc2c1 (stereo not given)	1%	22
CC(NC(=O)CCCCCN1C(=O)c2ccccc2C1=O)c1ccc2c(c1)CCCC2 (stereo not given)	?	.
O=Cc1c[nH]c2cccc(OCc3ccccc3)c12	8%	3
C=CCn1c(SCC(=O)Nc2ccc(-c3nc4ccc(C)cc4s3)cc2)nnc1-c1ccncc1	12%	0
CCN(C(=O)COn1nnc2ccc(S(=O)(=O)N(C)C)cc21)C1CCS(=O)(=O)C1 (stereo not given)	?	.
CC1CCc2cc(F)ccc2N1S(=O)(=O)c1ccc(F)cc1 (stereo not given)	?	.
CCN1CCN(c2ccc(S(=O)(=O)N3CCCC3)cn2)CC1	?	.
COc1ccccc1-c1cc(C(=O)NCCN2CCOCC2)no1	?	.
CN(C(=O)c1cccnc1)c1nnc(-c2ccccn2)s1	i	19
COCC(=O)N(C)c1nnc(-c2ccccn2)s1	?	.
CCNC(=O)c1ccc(CSc2nc3ccccc3s2)cc1	?	.
COC(=O)C1=C(C)N(C)C(=S)N(C)C1c1ccc(OC)cc1 (stereo not given)	?	.
COc1cc(OC)cc(C(=O)NNC(=O)CN2C(=O)NC3(CCCC3)C2=O)c1	?	.
O=C(COc1ccc(Cl)cc1)NCc1nnc(SCC(=O)N2CCCC2)o1	?	.
Cc1ncc([N+](=O)[O-])n1CC(=O)Nc1ccc(F)cc1	-5%	10
CCOC(=O)C1(Cc2cccc(F)c2)CCN(C(=O)c2cnc(C)cn2)CC1	19%	9
COc1cccc(N(CC(=O)O)S(=O)(=O)c2ccccc2)c1	?	.
O=C(CCN1C(=O)COc2ccccc21)NCc1cccs1	8%	7
COc1ccc(Cl)cc1C(=O)NNC(=O)c1n[nH]c2ccccc12	?	.
O=C(NC1CCCC1)C1CC(O)CN1C(=O)Nc1ccccc1 (stereo not given)	-15%	-6
Following part.
SMILES	S3 lipid droplet	S3 lipid droplet cell count max
C/C(=N\NC(=O)C1CC1)c1ccc(N2CCOCC2)cc1	i	.
Cc1cc(NC(=O)C2CCCCC2C(=O)O)no1 (stereo not given)	-18%	-3
CCOC(=O)C1=C(C)C(c2cccc(Oc3ccccc3)c2)NC(=S)N1 (stereo not given)	?	.
O=C(NCC(=O)N1CCN(c2ncccn2)CC1)c1cccs1	?	.
CCc1ccccc1NC(=O)CCC(=O)Nc1nnc(C(C)C)s1	i	.
CCOc1ccc2nc(N/C(N)=N/S(C)(=O)=O)nc(C)c2c1	?	.
Cn1c(=O)[nH]c(=O)c2c1nc(N1CCOCC1)n2CC(=O)c1ccccc1	17%[9.22 µM]	15
COc1ccc(CC(=O)Nc2c(C(=O)N3CCN(c4ccccc4OC)CC3)oc3ccccc23)cc1OC	?	.
CCOC(=O)c1cc(CC)sc1/N=C/C1C(=O)CCCC1=O	?	.
CCOC(=O)C1=C(Nc2ccc(Cl)cc2)OCC1=O	?	.
COc1ccccc1NS(=O)(=O)c1ccc(C(=O)NCC2(N(C)C)CCCCC2)cc1	?	.
Cn1c(=O)c(=O)n(C)c2cc(S(=O)(=O)Nc3ccc(OC(F)(F)F)cc3)ccc21	?	.
Cc1nn(Cc2ccccc2Cl)c(C)c1C(=O)NCCN1C(=O)S/C(=C\c2ccccc2)C1=O	?	.
CC(C)(C)c1ccc(C(=O)Nc2ccc(F)cc2)s1	?	.
CC1CCCC(NC(=O)COC(=O)Cc2ccc(Br)cc2)C1C (stereo not given)	?	.
COc1ccc(/C=N/NC(=O)CNC(=O)C2COc3ccccc3O2)cc1OC (stereo not given)	15%	17
CC(C)(C)C(=O)NCc1ccc(C(=O)CSc2nnc(-c3ccncc3)n2C2CC2)s1	?	.
CC1CCN(C(=O)CSc2nnc(CNC(=O)c3ccco3)o2)CC1	?	.
Cc1cccc(NC(=O)C(=O)NCc2ccccn2)c1	-6%	-1
CCOc1ccc(CN2C(=O)c3ccccc3C2=O)cc1C(=O)Nc1nnc(SCC)s1	?	.
COc1ccc(NC2c3ccccc3C(=O)N2c2ccccn2)cc1Cl (stereo not given)	11%	12
CCCc1nc2ccccc2n1Cc1ccccc1OC	-10%	-22
CCOC(=O)c1sc(N/N=C/c2ccccc2)nc1C	-3%	-10
Cc1ccc(NC(=O)CSc2n[nH]c(-c3ccncc3)n2)cc1	23%	-21
COc1cc(NC(=O)c2ccccc2F)ccc1NC(=O)c1cc2ccccc2o1	?	.

In another format: entries from further up.
canonical_smiles | S3 lipid droplet | S3 lipid droplet cell count max
C/C(=N\NC(=O)C1CC1)c1ccc(N2CCOCC2)cc1 | i | .
Cc1cc(NC(=O)C2CCCCC2C(=O)O)no1 (stereo not given) | -18% | -3
CCOC(=O)C1=C(C)C(c2cccc(Oc3ccccc3)c2)NC(=S)N1 (stereo not given) | ? | .
O=C(NCC(=O)N1CCN(c2ncccn2)CC1)c1cccs1 | ? | .
CCc1ccccc1NC(=O)CCC(=O)Nc1nnc(C(C)C)s1 | i | .
CCOc1ccc2nc(N/C(N)=N/S(C)(=O)=O)nc(C)c2c1 | ? | .
Cn1c(=O)[nH]c(=O)c2c1nc(N1CCOCC1)n2CC(=O)c1ccccc1 | 17%[9.22 µM] | 15

An excerpt taken from the entries so far:
SMILES	S3 lipid droplet	S3 lipid droplet cell count max
CCOC(=O)c1cc(CC)sc1/N=C/C1C(=O)CCCC1=O	?	.
CCOC(=O)C1=C(Nc2ccc(Cl)cc2)OCC1=O	?	.
COc1ccccc1NS(=O)(=O)c1ccc(C(=O)NCC2(N(C)C)CCCCC2)cc1	?	.
Cn1c(=O)c(=O)n(C)c2cc(S(=O)(=O)Nc3ccc(OC(F)(F)F)cc3)ccc21	?	.
Cc1nn(Cc2ccccc2Cl)c(C)c1C(=O)NCCN1C(=O)S/C(=C\c2ccccc2)C1=O	?	.
CC(C)(C)c1ccc(C(=O)Nc2ccc(F)cc2)s1	?	.

The listing continues:
SMILES	S3 lipid droplet	S3 lipid droplet cell count max
CCCn1c(=O)[nH]c(=O)c2c1nc(-c1ccc(C#N)cc1)n2CCOC	?	.
COCCCNC(=O)CCn1c(=O)c2ccccc2n(CC(=O)Nc2c(C)cccc2C)c1=O	?	.
O=C(/C=C/c1ccccc1)Nc1scc(-c2ccccc2)c1C(=O)O	?	.
Cc1ccnc(NC(=O)C2(c3cccs3)CCOCC2)c1	4%	3
CCCCSc1nnc([C@@H](NC(=O)OC(C)(C)C)C(C)C)o1	?	.
COc1ccc2c(=O)c3c(=O)n(-c4ccccc4)c(-c4ccc(C)cc4)nc3oc2c1	2%	2
CCCCn1c2ccc(F)cc2c2nnc(NN)nc21	?	.
Cc1ccc(-c2cc(-c3ccccc3)c3c(N)c(S(C)(=O)=O)sc3n2)cc1	?	.
CC1CCC/C(=N/NC(=O)c2ccccc2-n2cccc2)C1 (stereo not given)	25%	-18
Fc1cccc(CSc2nnc3ccc(-c4ccncc4)nn23)c1	8%	6
Nc1c(C(=O)N2CCCC2)sc2nc3c(cc12)CCCCCC3	9%	20
CCn1c(SCC(=O)Nc2ccc(C(C)=O)cc2)nc2c([nH]c3ccccc32)c1=O	?	.
CC(NC(=O)CCn1c(=S)[nH]c2ccsc2c1=O)c1ccccc1 (stereo not given)	?	.
CCOC(=O)Cc1csc(NS(=O)(=O)c2ccc(F)cc2)n1	?	.
CCc1cc2ccccc2nc1SCC(=O)Nc1cc(C)on1	i	10
Cc1cc(C)c(C#N)c(Oc2ccccc2)n1	8%	-5
Cc1ccccc1NC(=O)c1ccc(N/N=C/c2ccccc2O)c([N+](=O)[O-])c1	?	.
CCN1C2=NCCCN2c2cc(C)c(C)cc21	16%	8
CN(c1nc2ccccc2n2c(-c3ccco3)nnc12)S(=O)(=O)c1ccccc1	9%	-9
O=C1CCCc2nc(N3CCN(c4ccccc4)CC3)ncc21	?	.
Cc1cc(C)c2sc(N(CCCN(C)C)C(=O)c3ccc(S(=O)(=O)N4CCCc5ccccc54)cc3)nc2c1	?	.
C=CCN(CC=C)C(=O)C1CCC(C(=O)N(CC=C)CC=C)CC1 (stereo not given)	i	.
CC(C)CN=CC1=C(O)c2ccccc2C1=O	-14%	0
Cc1nc(SCC(=O)NCC2CCCO2)c2c3c(sc2n1)CCC3 (stereo not given)	?	.
C[C@]12CCC3C(CC[C@H]4CC(O)CC[C@]34C)C1CC/C2=N/O (stereo not given in full)	9%	7

Laid out differently: entries from further up.
molecule,S3 lipid droplet,S3 lipid droplet cell count max
CCOC(=O)Cc1csc(NS(=O)(=O)c2ccc(F)cc2)n1,?,.
C[C@]12CCC3C(CC[C@H]4CC(O)CC[C@]34C)C1CC/C2=N/O (stereo not given in full),9%,7
O=C1CCCc2nc(N3CCN(c4ccccc4)CC3)ncc21,?,.

Going on with the list:
SMILES	S3 lipid droplet	S3 lipid droplet cell count max
CC1(N(O)C=C2C=CC(=O)C=C2)CCCCC1=O (stereo not given)	0%	5
Cc1cccc(NC(=O)CSCC(=O)N2CCN(Cc3ccc4c(c3)OCO4)CC2)c1	?	.
Cc1ccc(C(C)C)c(OCc2nnc3n2CCCCC3)c1	i	18
CCOC(=O)c1ccc(NC(=O)COC)cc1	?	.
Cc1ccc(OC(=O)c2cccc(S(=O)(=O)N3CCN(C)CC3)c2)c(Br)c1	12%	7
COc1ccc(C(=O)NCC(=O)OCC(=O)N2CCN(S(=O)(=O)c3ccccc3)CC2)cc1	-24%	-11
O=C(NCc1ccccc1)C1CCCN(c2ncnc3c2nc2n3CCCCC2)C1 (stereo not given)	i	-12
CCOc1ccc(/C=N/NC(=O)Nc2ccccc2)cc1	?	.
O=C(O)c1ccc(Cl)c(S(=O)(=O)NCC2CCCO2)c1 (stereo not given)	i	4
CCCCn1c(N)c(N(CC(C)C)C(=O)C2=COCCO2)c(=O)[nH]c1=O	?	.
O=C(Nc1ccc2c(c1)OCO2)c1ccc2nc[nH]c2c1	?	.
COc1cc(S(=O)(=O)NCCOC23CC4CC(CC(C4)C2)C3)c(OC)cc1Cl	?	.
O=C(CN1CCN(Cc2ccccc2)CC1)Nc1ccccc1-c1ccccc1	-4%	4
Cc1nc2ccccc2cc1C(=O)N/N=C/c1cccc([N+](=O)[O-])c1	26%	.
O=C(NCCN1CCN(c2ccccc2)CC1)Nc1ccccc1Cl	?	.
C=CCNC(=S)Nc1nc2c(cc1C(=O)OCC)CCCC2	21%	.
COc1ccc(C(=O)Nc2ccc3[nH]ncc3c2)cc1	?	.
Cc1oc(C(C)(C)C)cc1C(=O)Nc1cccc(C(=O)O)c1	?	.
Cc1cccc(C)c1NC(=O)NC1(C(=O)N2CCCCC2)CCCCC1	?	.
COc1ccc(N=C2S/C(=C\c3ccc(C)o3)C(=O)N2CC(C)C)cc1	?	.
